aSyn UTR inh – 5' untranslated region of α-synuclein, MLPCN primary screen | alpha-synuclein 5'UTR reporter, inhibitor activity | inhibition, % (tested at 7.5 µM) | 300,000 compounds, 0.82% hits | AID 1813; in the data active = inhibition above about 60%;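 also: H4 neuroglioblastoma cells stably carrying SNCA 5'UTR luciferase fusion; 0% = DMSO wells and 100% = positive control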
GSK3beta inhib – human GSK3beta kinase inhibition. P49841. GST-GSK3beta kinase, ADP-Glo luminescence, 60 min; hits give low values. activity score (negative = inhibition), % at 10 µM. 300,000 compounds, 0.038% hits. AID 2097;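 active = more than half of replicate wells score below -50%, meaning over 50% inhibition versus plate controls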;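 also: 0% = median DMSO wells and -100% = median GW8510 positive control wells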
Target sequence (P49841 whole entry, looked up): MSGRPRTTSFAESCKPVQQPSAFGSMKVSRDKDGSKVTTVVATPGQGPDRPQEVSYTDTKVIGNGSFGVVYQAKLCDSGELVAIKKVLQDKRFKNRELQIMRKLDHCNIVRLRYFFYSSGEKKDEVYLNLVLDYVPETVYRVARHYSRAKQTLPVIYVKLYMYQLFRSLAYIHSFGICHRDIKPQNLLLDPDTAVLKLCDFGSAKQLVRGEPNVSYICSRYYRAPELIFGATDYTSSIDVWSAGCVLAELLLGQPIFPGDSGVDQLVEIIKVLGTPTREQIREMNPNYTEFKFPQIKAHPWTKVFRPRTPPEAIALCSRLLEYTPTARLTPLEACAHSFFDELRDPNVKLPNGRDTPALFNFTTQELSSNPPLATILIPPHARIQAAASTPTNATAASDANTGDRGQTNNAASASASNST
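test system = GST-tagged human GSK3beta kinase, cell-free | reagent = 25 µM ATP with peptide substrate | dosing = one dose of 10 µM per compound | schedule = 60 min reaction, RT | detection = luminescent ADP-Glo measurement of ADP formed | control set = DMSO neutral wells and GW8510 at 20 µM as positive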
HSP90 refold inh – inhibitors of HSP90 luciferase refolding in rabbit reticulocyte lysate. inhibition, % at 5.6 µM. 290,000 compounds, 0.91% hits. luciferase refolding luminescence, 3 h. AID 1789;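 active = inhibition above the screen-wide mean plus 3 SD, computed separately per campaign, cut at about 16% in these data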;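 also: 0% = DMSO wells and 100% = 60 µM geldanamycin wells; inhibitors lower the luminescence because luciferase stays unfolded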
HSF-1 act – increases HSF-1 driven luciferase reporter signal | NIH3T3-HGL HSF-1 luciferase reporter, MG132, 8 h; 100% = twice DMSO control signal | activation, % at 9 µM | 300,000 compounds, 1.7% hits | AID 504408;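 active = mean replicate activation of at least 50% with a set share of replicates each reaching 50%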;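 also: 0% = median of the neutral control wells and 100% = twice that signal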
HSF1 inhib – HSF1 inhibition. activity change, negative = inhibition, % at 7.5 µM (by protocol). 300,000 compounds, 0.77% hits. NIH3T3-HGL HSE-luciferase, MG132-induced, luminescence 8 h; hits give low values;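 active = more than half of replicate wells show activity change below -50%, luminescence cut by over half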;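 also: luciferase reports HSF-1 transcriptional activity via heat shock element; 0% = median of DMSO wells and -100% = zero luminescence signal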
Platelet DG rel – modulates dense granule release in human platelets | human platelet-rich plasma, SFLLRN dense granule ATP release, luminescence | inhibition, %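 (compounds screened at 7.5 µM in platelet-rich plasma)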 | 300,000 compounds, 0.22% hits;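 active = mean replicate score, as percent of positive control, at or above 50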
DYRK1A inh – blocks rat Dyrk1A kinase activity. ADP-Glo luminescence, NFATc1 peptide. inhibition, % at 12.5 µM. 310,000 compounds, 0.43% hits. AID 504441; in the data active = inhibition above about 50%;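 also: plate controls were vehicle with enzyme for no effect and no enzyme for full effect; many of its hits are not listed in these tables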
KLF5 inhibitor – suppresses KLF5 promoter-driven expression | DLD-1 KLF5 promoter-luciferase reporter, luminescence | inhibition, % at 5 µM | 290,000 compounds, 0.23% hits;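 active = inhibition above a per-plate limit of that plate's mean compound inhibition plus 3 SD, cut at about 60% in these data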;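 also: 0% = DMSO wells and 100% = LY294002 at 200 µM; higher means less KLF5 promoter-driven luciferase light; inactives centre near -14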
GSK3 alpha inh – inhibitors of human GSK-3 alpha kinase; ADP-Glo luminescence, 60 min; P49840; 320,000 compounds, 0.1% hits; inhibition, % at 10 µM; AID 2650;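 in the data active = inhibition above about 50%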;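 also: GST-tagged GSK-3 alpha with peptide substrate and 25 µM ATP; 0% = DMSO neutral wells and 100% = GW8510 positive control wells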
Target sequence (P49840 whole entry, looked up): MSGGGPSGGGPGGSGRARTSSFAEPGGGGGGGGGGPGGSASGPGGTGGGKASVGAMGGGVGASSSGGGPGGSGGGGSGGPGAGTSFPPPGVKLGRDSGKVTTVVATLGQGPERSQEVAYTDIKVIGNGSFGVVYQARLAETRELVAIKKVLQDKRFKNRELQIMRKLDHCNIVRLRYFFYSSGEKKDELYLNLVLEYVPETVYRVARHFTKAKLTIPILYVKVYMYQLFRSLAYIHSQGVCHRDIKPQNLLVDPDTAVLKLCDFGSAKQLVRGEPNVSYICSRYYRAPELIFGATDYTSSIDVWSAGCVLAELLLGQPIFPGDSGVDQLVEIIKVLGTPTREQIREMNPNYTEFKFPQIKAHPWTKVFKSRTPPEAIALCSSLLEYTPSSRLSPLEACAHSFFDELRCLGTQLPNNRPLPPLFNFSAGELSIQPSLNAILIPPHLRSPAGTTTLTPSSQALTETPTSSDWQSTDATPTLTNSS
IEC-6 cytotox – kills IEC-6 intestinal cells in KLF5 counter-screen | AID 1825 | IEC-6 cytotoxicity, luminescence viability | inhibition, % at 5 µM | 290,000 compounds, 0.78% hits; in the data active = inhibition above about 22%;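 also: 0% = plate median of test compound wells and 100% = cytotoxic reference compound wells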
* marks the source's active call; other numbers are inactive results; · = not tested or not shown.

SMILES	aSyn UTR inh	GSK3beta inhib	HSP90 refold inh	HSF-1 act	HSF1 inhib	Platelet DG rel	DYRK1A inh	KLF5 inhibitor	GSK3 alpha inh	IEC-6 cytotox
CN1CCN(C(=O)c2cnn(-c3ccccc3)c2NC(=O)c2ccccc2)CC1	23	3	0	·	·	4	-6	-13	2	4
CCC(C)N(C(=O)C(F)(F)F)C(C(=O)NC1CCCCC1)c1ccncc1 (centres undefined)	6	-1	3	-63	-52*	1	1	2	-1	-1
Cc1ccc(S(=O)(=O)c2c(N)n(CCCO)c3nc4ccccc4nc23)cc1	4	-1	1	27	12	-1	10	-18	3	-5
CCN(CC)CCNC(=O)CNC(=O)c1nn(-c2ccc(OC)cc2)c(=O)c2ccccc12	1	3	1	9	-4	-1	0	-32	5	-8
O=C(O)c1cc(Cl)nc2ccccc12	0	1	0	-27	-18	0	4	-13	-1	-10
O=c1c(-c2cccc3ccccc23)[n+]([O-])c2ccccc2n1O	-3	-2	2	8	-5	2	-2	0	-6	8
CC1CCCCN1CCCNc1ccc(C(CC(N)=O)NC(=O)Cc2ccc(Br)cc2)cc1[N+](=O)[O-] (centres undefined)	7	2	-3	4	-4	14	1	15	1	3
CC1(C)NC(=O)N(CC(O)CN2CCOCC2)C1=O (centres undefined)	-16	3	0	-11	3	-4	9	-23	-2	-4
O=C(O)c1cnn2c1NC(c1ccc(F)cc1)CC2C(F)(F)F (centres undefined)	6	1	2	2	1	-2	9	-7	0	-5
Cc1ccc(-n2[nH]c(C)c(/C=C3/C=Nc4ccccc43)c2=O)cc1C	-41	-2	4	12	-4	-6	4	-18	-1	1
O=C(Nc1ccc(Cl)c(Cl)c1)Nc1nccs1	-64	-1	1	4	6	7	3	33	-2	78*
O=S(=O)(c1ccc2nnn(OCc3ccccc3)c2c1)N1CCOCC1	-5	-1	·	-14	0	-1	4	·	1	·
COc1cc(NC(=O)CCS(=O)(=O)c2ccc3c(c2)oc(=O)n3C)cc(OC)c1OC	15	0	-6	-3	-7	4	0	-22	-2	-3
CC(C)CCN1CCN(CC(c2ccccc2)c2ccccc2)CC1CCO (centres undefined)	-4	-6	2	·	·	-2	-2	16	0	0
Cc1cc(C)n(CC(O)CN(c2ccccc2)S(=O)(=O)c2ccccc2)n1 (centres undefined)	-2	0	11	5	-4	1	1	5	2	4
Cc1ccc(S(=O)(=O)c2c(C)nn(C(C)(C)C)c2OC(=O)C(C)C)cc1	-19	1	0	8	6	-3	24	-7	-2	-5
O=C1c2ccccc2C(=O)N1CCc1nc(-c2ccncc2)no1	17	-3	-4	6	1	-5	-4	14	4	3
NC(=O)C(NC(=O)OCc1ccccc1)c1ccccc1 (centres undefined)	4	-4	·	34	11	1	-4	·	-4	·
Cc1ccc(NC(=O)C2CCCN2C(=O)Oc2ccccc2)c(C)c1 (centres undefined)	-27	2	1	-4	-1	3	-4	5	3	-5
COc1ccc(OC)c(CCNC(=O)CN2C(=O)CC(C)(C)S(=O)(=O)c3ccccc32)c1	11	2	0	-5	-1	2	-4	-18	-5	-4
O=C(c1cccc(S(=O)(=O)N2CCOCC2)c1)N1CCCc2ccccc21	5	6	-2	15	-7	-4	3	-30	6	1
CC(=O)c1cccc(CN2CCC(CO)(CCCc3ccccc3)CC2)c1	-12	-2	3	17	0	-3	0	-38	-1	2
Cc1cnc(NC(=O)c2ccc(Cl)nc2)s1	-97	2	0	30	-2	-2	11	-99	-4	-7
COc1c(C)cccc1C(=O)Nc1ccc(CN2CCCCC2)cc1	-101	0	1	1	9	9	5	-74	0	0
O=C(NC1CCCCC1)N1CCCC(CNS(=O)(=O)Cc2ccccc2)C1 (centres undefined)	13	-2	0	-10	1	-2	4	-32	-2	-6
Cc1ccc(CC2CC(=O)N(C(Cc3ccccc3)C(=O)O)C2=O)cc1 (centres undefined)	-28	3	2	4	-2	-2	-1	7	-4	5
O=C(NC1=NCCS1)c1ccc(Cl)c(S(=O)(=O)N2CCc3ccccc32)c1	-1	-1	2	5	0	-2	6	16	-4	1
Cc1ccccc1N1C(=O)CC(N(O)c2ccccc2)C1=O (centres undefined)	-36	2	1	10	-3	4	7	-16	-1	0
CCCCNC(=O)c1onc(CSc2cccc(OC)c2)c1C(=O)O	11	4	-5	3	-3	-1	9	-40	-5	-6
COc1cc(/C=C/c2cc[n+](C)cc2)ccc1OCC(=O)Nc1ccccc1	-76	5	0	-5	1	-4	-6	9	2	-2
Cc1cc(SCC(=O)Nc2cccc(S(=O)(=O)NC3=NCCCCC3)c2)nc2ccccc12	8	-1	7	-7	10	3	-5	-6	0	-3
CCOc1ccc2nc(NC(=O)c3cnc(C)cn3)sc2c1	-68	4	7	-7	4	4	3	-46	-2	1
O=C(c1ccc(S(=O)(=O)N2CCCCC2)cc1)N1CCN(c2ccccc2)CC1	5	0	-4	12	5	-18	-3	9	-1	-6
Oc1ccccc1Cc1c(O)ccc2ccccc12	10	2	·	101*	64	-2	32	·	-3	·
CC(C)N1CCC(N2CCN(Cc3ccc(-c4ccccc4Cl)o3)CC2CCO)CC1 (centres undefined)	-34	2	4	0	2	9	0	-32	-1	5
COC(=O)CSC1=C(C#N)C(c2ccc(C(C)C)cc2)CC(=O)N1 (centres undefined)	8	-2	-2	5	5	4	0	-5	-1	0
COC(=O)c1c(C)noc1-c1cc(C)on1	10	1	1	-3	3	8	-3	-3	-1	3
Cc1cccc(C(=O)N(Cc2nc3ccccc3c(=O)[nH]2)C2CCCC2)c1	11	-1	-3	·	·	-10	-13	1	9	4
COc1ccc(S(=O)(=O)NNC(=O)c2csc(-n3nc(C)cc3C(F)(F)F)n2)cc1	7	-2	-1	-9	-1	-1	0	2	8	3
CC(C)(C)c1ccc(COn2ccnc2)cc1	-24	0	-3	-7	-6	0	4	-2	1	-3

Individual results from the list.
O=C(c1cccc(S(=O)(=O)N2CCOCC2)c1)N1CCCc2ccccc21 @ KLF5 inhibitor = -30
CC(C)CCN1CCN(CC(c2ccccc2)c2ccccc2)CC1CCO (centres undefined) @ KLF5 inhibitor = 16

(more compounds)
SMILES	aSyn UTR inh	GSK3beta inhib	HSP90 refold inh	HSF-1 act	HSF1 inhib	Platelet DG rel	DYRK1A inh	KLF5 inhibitor	GSK3 alpha inh	IEC-6 cytotox
CC1CCc2c(sc(NC(=O)c3cccs3)c2C(=O)O)C1 (centres undefined)	10	-1	3	16	0	-5	13	26	0	4
Cc1ccc2cccc(OCc3nnc(SCC(=O)O)n3C)c2n1	3	2	3	-3	-2	6	0	-1	-3	7
CCN(CC)CCn1c2c(c(SCC(=O)Nc3cccc(C(C)=O)c3)nc1=O)CCCC2	-4	1	·	8	2	-6	23	·	·	·
CCn1c(Cc2cccs2)nnc1SCC(=O)c1ccc(C)cc1	-14	-1	-3	38	15	-4	6	-36	-3	1
COc1cc(OC)c(Cl)cc1N	-8	4	2	-12	-5	-7	4	-31	-1	0
CCN(CC)C(=O)Oc1cc(COC)nc(-c2ccccc2)n1	7	3	-2	9	-3	-12	·	-26	0	1
Cc1ccc2cc(CN(C(=O)c3cccs3)c3ccccc3)c(=O)[nH]c2c1	14	-2	12	1	6	2	-1	-7	-1	2
CCOC(=O)C1CCCN(C(=O)CN(c2ccc(OC)cc2)S(=O)(=O)c2c(C)noc2C)C1 (centres undefined)	-1	-1	-5	14	2	-1	-3	-43	-4	1
Cc1cc(C(=O)NNC(=O)c2cccs2)nn1C(C)(C)C	-8	2	-1	-7	3	-3	·	-19	1	0
COc1cc(C(=O)NCCNC(=O)c2cnccn2)cc(OC)c1OC	8	0	4	-16	-11	4	-2	-38	0	1
Cc1cc(Nc2ccc(F)cc2F)n2ncnc2n1	5	-2	4	-1	2	2	13	-1	·	2
Cc1cc(C)cc(N(CC(=O)N2CCc3ccccc32)S(=O)(=O)c2c(C)noc2C)c1	-12	-3	-4	1	1	3	5	-29	-5	-4
CC(C)OC(=O)c1sc2nc(-c3ccccc3)ccc2c1N	1	-3	44*	-71	-67*	3	-2	-78	-1	1
COc1ccc(NC(=O)CNC(c2ccccc2)c2ccccc2)cc1	14	1	-1	-3	7	-2	·	-23	-1	-5
CC(Sc1nccn1C)C(=O)Nc1ccc(Cl)cn1 (centres undefined)	-12	-10	·	-1	-4	-13	0	·	9	·
Cc1ccc(C2C3C(=O)N(c4ccccc4)C(=O)C3N3CCCN23)cc1 (centres undefined)	-25	0	-1	-3	0	6	13	-25	2	-3
CCCN1Cc2cccc(C(N)=O)c2C1=O	11	4	0	9	3	-8	-4	-9	0	-2
Clc1cccc(NCc2nnc3n2CCCCC3)c1	1	1	-8	6	0	0	-4	-18	-1	-6
Cc1cc(C(=O)NCc2ccccc2Br)no1	-44	-1	0	7	-1	0	3	-21	3	2
COCCc1nc2ccc(C(=O)N3CCCCC3COC)cc2o1 (centres undefined)	-2	3	-4	7	-2	0	-4	-7	0	-2
CCCn1c(=N)n(CC(O)c2ccc(C)cc2)c2ccccc21 (centres undefined)	-24	-10	-2	-7	-5	31	-9	-27	2	0
C=CCn1cc(C(=O)NCc2cccnc2)c(=O)c2cc(S(=O)(=O)N(CC)CC)ccc21	14	1	1	-7	-7	-1	2	-37	-4	3
COc1ccc(N2CCN(C(=O)c3ccncc3)CC2)cc1	-11	1	1	-5	-6	12	1	-20	-2	-1
O=c1n(-c2ccccc2)c(=O)n2n1CCCC2	25	0	-1	-14	-4	2	-1	-27	-3	-2
COc1ccc(CNCC(O)(c2ccccc2)c2ccccc2)cc1OC	7	0	0	-10	-1	-2	6	-23	-3	2
Cc1ccc(N(CC(O)CN2CCOCC2)S(=O)(=O)c2ccc([N+](=O)[O-])cc2)cc1 (centres undefined)	-9	·	-3	35	4	1	14	6	-1	8
Cc1ccc(C(C)(C)NC(=O)C2CCC(=O)N(CCCN3CCOCC3)C2)cc1 (centres undefined)	-2	-2	1	-22	-8	11	-4	-5	0	-1
O=C(CSc1nnc(CNC(=O)c2ccco2)o1)Nc1cccc(F)c1	-18	-2	-6	-5	5	9	-2	-92	2	3
COc1ccc(Cl)cc1NC(=O)COC(=O)CCCN1C(=O)c2ccccc2C1=O	-19	16	3	-3	-2	3	-2	-25	0	-2
CCc1noc(C)c1C(=O)NNC(=O)c1ccc(Br)cc1	-6	·	·	-14	-3	1	-2	·	-3	·
O=C(COc1ccc2ccccc2c1)NNC(=O)Cc1ccccc1	1	1	3	-2	0	-4	-7	-1	2	0
Cc1nn(-c2ccccc2)c(Cl)c1C(=O)Nc1ccccc1	-46	3	-3	-9	7	-1	0	-21	-4	4
O=C(COC(=O)c1ccc(Cl)cc1O)NC(=O)C1CCCCC1	3	1	0	0	-2	1	-6	-2	-2	-2
COc1ccc(OC)c(NC(=O)c2nc(-c3ccccc3)oc2C)c1	-15	3	2	2	2	-1	-3	-1	-1	-2

The list is partial; count on the stated rates, not on these rows.
